High-throughput results from PubChem.
TLR4-MyD88 BLA: inhibitors of TLR4-MyD88 association in cells, primary screen, cell-based, HeLa CL3-4, BLA complementation, FRET ratio | Toll-like receptor 4 (Homo sapiens) + Myeloid differentiation primary response protein … | HeLa CL3-4 TLR4/MyD88 BLA complementation | hit rate 0.18% among 200,000 | inhibition, % at 8.4 µM; in the data active means inhibition above about 25%;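 further: 0% = vehicle and 100% = reference inhibitor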
G6PDH CS: L. mesenteroides G6PDH inhibitors, counter-screen for G6PDH-coupled screening assays, biochemical, Leuconostoc mesenteroides enzyme; glucose-6-phosphate dehydrogenase [Leuconostoc mesenteroides]; Purified L. mesenteroides G6PDH, diaphorase/resazurin coupled fluorescence, 45 min; inhibition, % at 5 µM; hit rate 0.12% among 200,000; in the data active means inhibition above about 50%
Diaphorase inh: diaphorase inhibitors and chemical oxidizers, primary screen, counter-screen for diaphorase-coupled primary assays, biochemical, uHTS, resorufin fluorescence. inhibition, % at 20 µM. hit rate 0.69% among 190,000. diaphorase resazurin-to-resorufin fluorescence, NADH, 16 min; bacterial (C. kluyveri) enzyme, not human;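 active means primary screen inhibition at 20 µM above a set limit, cut at about 50% in these data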;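 further: plate controls were DMSO with full reaction for no effect and wells lacking NADH for full effect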
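Assay system – diaphorase enzyme from Clostridium kluyveri · Amount – diaphorase 0.14 U/mL (working solution) · Times – reaction incubation of 16 min at room temperature · Controls – No-NADH positive control and DMSO neutral control · Signal – resorufin fluorescence 544/590 nm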
FLuc act counter: FLuc activators, initial screening, artefact control for FLuc-dependent activation tests, biochemical, ATPlite luminescence; Luciferin 4-monooxygenase (Photinus pyralis), P08659; activation factor at 10 µM; 200,000 tested, under 10 active; ATPlite luciferase biochemical, 10 min; 0 = ATP-free wells, 1 = DMSO control;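 active means luciferase activation factor, scaled between plate controls, of at least 2 with compound at 10 µM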
Target sequence (P08659 whole entry, looked up): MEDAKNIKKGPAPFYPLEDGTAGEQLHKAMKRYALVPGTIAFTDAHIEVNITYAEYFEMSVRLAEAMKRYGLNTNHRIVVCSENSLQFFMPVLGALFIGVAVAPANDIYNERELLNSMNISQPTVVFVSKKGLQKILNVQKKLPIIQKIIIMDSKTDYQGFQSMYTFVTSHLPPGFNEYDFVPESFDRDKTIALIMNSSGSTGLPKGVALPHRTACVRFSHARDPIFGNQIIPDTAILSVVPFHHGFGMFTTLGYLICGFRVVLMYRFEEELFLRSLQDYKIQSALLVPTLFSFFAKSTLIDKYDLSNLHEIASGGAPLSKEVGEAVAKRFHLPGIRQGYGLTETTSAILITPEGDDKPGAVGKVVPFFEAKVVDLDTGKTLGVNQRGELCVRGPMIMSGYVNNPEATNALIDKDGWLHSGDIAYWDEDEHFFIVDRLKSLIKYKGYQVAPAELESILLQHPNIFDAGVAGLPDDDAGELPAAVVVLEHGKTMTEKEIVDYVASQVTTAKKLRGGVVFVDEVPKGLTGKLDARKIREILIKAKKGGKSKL
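System: Luciferase/luciferin detection reagent, cell-free biochemical luciferase assay | Medium: PBS buffer for ATP | Dosing: Test compounds dosed from 2 mM stocks in 100% DMSO | Timing: 10 min at ambient temperature | Signal: Luminescence measurement of luciferase light output | Evaluation: Luciferase activation, seen as luminescence increase over controls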
NF-kB neuron act: activators of NF-kB expression in neurons, primary screen, cell-based, HTS. human neuronal cells, NF-kB reporter expression; active compounds read high. fold change at 12.5 µM. hit rate 1.6% among 190,000; in the data active means fold change above about 3.3
FLuc inhib CS: firefly luciferase enzyme inhibitors, primary screen, artefact control for luciferase-based inhibitor screens, biochemical, luminescence, ATPLite; Luciferin 4-monooxygenase (Photinus pyralis), P08659; 10 min; inhibition, % at 10 µM; hit rate 1.5% among 200,000;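 active means inhibition above about 50% when tested at 10 µM, limit read from the data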
APP 5UTR inh: inhibitors of APP translation via 5'UTR reporter, primary screen, APP 5'UTR luciferase, SH-SY5Y cells. SH-SY5Y APP 5'UTR-luciferase reporter, luminescence. inhibition, % at 2 µM. hit rate 0.82% among 190,000. AID 1285, 2008;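 active means inhibition above a set limit, derived from the sample mean plus 3 SD, cut at about 45% in these data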; further: values of inactives mirror those of a sister screen read the other way
APP 5'UTR act: activators of APP 5'UTR luciferase reporter, primary screen, SH-SY5Y cells. SH-SY5Y APP 5'UTR luciferase reporter, luminescence; zero percent = DMSO vehicle wells. activation, % at 2 µM. hit rate 1% among 190,000;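 active means activation above a set limit, based on mean plus 3 SD of controls, cut at about 140% in these data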; further: values of inactives mirror those of a sister screen read the other way
Diaphorase act: compounds boosting diaphorase resazurin reduction – biochemical, uHTS, resorufin fluorescence, counter-screen for diaphorase-coupled primary assays, primary screen. activation factor at 20 µM. Diaphorase/resazurin coupled assay, 16 min; active compounds read high; 1 = vehicle wells, 0 = NADH-free wells. hit rate 0.005% among 190,000. AID 1229, 2008;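 active means diaphorase activity raised at least twofold by the compound at 20 µM; inactive means activation factor below 2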
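Test system: Clostridium kluyveri diaphorase, purified enzyme. Buffer or medium: 50 mM HEPES pH 7.4 buffer plus MgCl2 and Tween 20. Also added: 0.114 mM NADH and 0.1 mM resazurin, final amounts. Dosing: compound 20 µM once, DMSO 1%. Schedule: 16 min enzyme reaction, ambient temperature. Detection: fluorescence of resorufin, 544 nm excitation, 590 nm emission.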
STAT1 act: STAT1 signaling activators, primary screen, cell-based, HTS, luciferase reporter | activation (% of control), % at 5.5 µM | hit rate 2.6% among 200,000 | AID 932, 2007 | NIH 3T3 STAT1-luciferase reporter, IFN-gamma, luminescence; 100% = IFN-gamma alone, no compound;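 active means activation above the screen-wide mean activation plus 3 SD, cut at about 130% in these data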;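 further: raw ratio to IFN-gamma control signal so 100% means no change and 0% no light; values of inactives mirror those of a sister screen read the other way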
* marks the source's active call; other numbers are inactive results; nt = no result given.

SMILES	TLR4-MyD88 BLA	G6PDH CS	Diaphorase inh	FLuc act counter	NF-kB neuron act	FLuc inhib CS	APP 5UTR inh	APP 5'UTR act	Diaphorase act	STAT1 act
N#CC(c1ccc(O)cc1)c1ncc(C(F)(F)F)cc1Cl (stereo unspecified)	2	10	-1	1	1.1	-4	-10	10	1	93
O=C(NC(=S)Nc1ccc(N2CCCCC2)cc1)c1ccco1	-10	1	24	0.4	2.5	63*	-129	129	0.8	132*
CCCNC(=O)CCNC(=O)c1ccc(C(C)(C)C)cc1	-18	10	10	1	1.2	-4	-8	8	0.9	101
COc1ccc(NC(=O)Nc2cc(C)ccc2F)cc1OC	-6	7	3	1	1.6	2	-26	26	1	117
Cc1nc2c(c(=O)n1CCC(C)C)c1nc3ccccc3nc1n2Cc1ccc2c(c1)OCO2	nt	29	20	1	nt	-3	nt	nt	0.8	nt
COc1ccc2nc(NC(=O)CS(=O)(=O)Cc3ccccc3)sc2c1	-7	-9	0	1	1.1	2	-7	7	1	110
CN(C)c1ccc(-c2nnc(-c3ccc(S(=O)(=O)C(F)F)cc3)o2)cc1	5	-4	14	1.1	1.6	-7	-10	10	0.9	111
CNC(=O)COc1ccc(-c2nn(C)c(=O)c3ccccc23)cc1	-9	-2	7	1.1	0.92	-7	6	-6	0.9	101
CCn1cc(/C=C/C(=O)Nc2ccn(Cc3c(F)c(F)cc(F)c3F)n2)cn1	0	-2	15	1	1.4	-3	24	-24	0.9	106
NC(=O)C1=C[C@H](c2ccc(Br)cc2)C[C@H](OCc2ccc(CO)cc2)O1	-3	8	28	1	1.6	-3	-17	17	0.7	118
COc1ccc(N2CCCn3c2nc2c3c(=O)n(CCCc3ccccc3)c(=O)n2C)cc1	10	nt	nt	nt	0.46	nt	-10	10	nt	91
Cc1ccc(N(CCCCN2C(=O)c3ccccc3C2=O)C(=O)c2cccc([N+](=O)[O-])c2)cc1	-1	-6	26	1.1	0.68	-7	-2	2	0.7	101
CC1(C)CC(N2CCOCC2)=CC(=[N+]2CCOCC2)C1	1	-1	5	1	1	0	-6	6	0.9	107
O=C(c1cc2c(s1)CCCC2)N1CCN(C(=O)C2CCCO2)CC1 (stereo unspecified)	4	-12	11	1	1.1	-4	5	-5	0.9	95
Cc1cccc(NC(=O)CSc2nc3c(c(=O)[nH]2)CCC3)c1C	-3	-7	3	1	1.1	-1	6	-6	1	103
C=CCn1c(SCc2csc(C)n2)nc2scc(-c3ccc(C)o3)c2c1=O	9	1	18	1	1.2	-2	2	-2	0.8	103
COc1cc(C(=O)CCN2CCC(c3ccccc3)C2)cc(OC)c1OC (stereo unspecified)	-6	4	7	1	1	-4	0	0	0.9	99
CCOc1ccccc1C(C(=O)NCCOC)N(CCOC)C(=O)Cn1nnc2ccccc21 (stereo unspecified)	-7	6	6	1.1	1	-6	-4	4	0.9	97
CCOc1ccc(-n2c(COc3ccccc3)nnc2SCC(N)=O)cc1	-5	7	12	1.1	1	-7	-14	15	0.9	99
CC(C)NC(=O)CCNS(=O)(=O)c1ccc(Br)cc1	9	11	9	1.1	1.2	-7	0	0	0.9	92
COc1ccc(CNC(=O)CSc2nnc(C(F)(F)F)n2C)cc1	7	-2	4	1.1	1.1	-6	-3	3	1	101
Cc1cc(C(=O)OCC(=O)N2CC(=O)Nc3ccccc32)no1	-5	5	6	1.1	1	-7	-5	5	0.9	103
CN(C)S(=O)(=O)c1cccc(NC(=O)COc2nc3ccccc3nc2N2CCOCC2)c1	6	10	12	1	1.3	-4	-16	16	0.9	95
COc1ccc(CO/N=C/c2c(C)[nH]c(=O)[nH]c2=O)cc1	-2	3	7	1.1	0.98	-8	11	-11	0.9	103
COc1ccc(S(=O)(=O)n2nc(OCc3cccs3)cc2N)cc1	0	-2	9	1	1.1	-4	-3	3	0.9	92
CCc1ccc(N2C(=O)CN(CC(=O)OC)C2=S)cc1	-3	8	nt	1.1	1.1	-5	-6	6	nt	92
O=C(Nc1ccc(F)cc1)c1ccccc1Oc1ccc(C(F)(F)F)cc1[N+](=O)[O-]	-3	-14	0	1.1	1.4	-7	16	-16	1	96
CCOCC(=O)Nc1ccc(C(=O)Nc2ccccc2Cl)cc1	-1	12	12	1	1.2	0	-4	4	0.9	107
O=C(Nc1ccncc1)c1cc(-c2ccccn2)nc2ccc(Br)cc12	-5	12	9	1	1	-2	4	-4	0.9	91
Cc1csc(=N)n1CC(=O)N1CCc2ccccc21	-8	1	8	1	1	-2	-6	6	0.9	103
CCCCCCC1CCC(C(=O)Nn2c(C)nc3ccccc3c2=O)CC1 (stereo unspecified)	3	5	-5	1	0.9	-2	nt	nt	1	95
Cn1c(C(=O)N2CCCC(C(=O)NCCCc3ccccc3)C2)cc2sccc21 (stereo unspecified)	-6	11	18	1	0.73	-2	2	-2	0.8	97
CCCOc1ccccc1-c1nc2c([nH]1)c(=O)[nH]c(=O)n2C	-4	-1	16	1	0.75	-1	-5	5	0.8	93
Cc1ccc(N/C=C/C(=O)c2cccs2)cc1	-2	-1	3	0	1.9	97*	-214	214*	1	22
Cc1ccc(S(=O)(=O)N2CCN(C(=O)COc3ccc(-c4nnco4)cc3)CC2)cc1	1	0	8	1	0.91	-3	7	-7	0.9	101
COc1cc(OC)c(-c2nc3ccccc3s2)cc1OC	-2	10	14	1	0.98	-2	-26	26	0.9	106
COc1ccc(NC(=O)COc2ccc(/C=N/n3c(C)nnc3C)cc2OC)cc1	0	1	1	0.9	1.3	9	16	-16	1	102
OC(COc1ccc2cc(Br)ccc2c1)CN1CCCC1 (stereo unspecified)	-2	19	-3	1	0.55	2	-32	32	1	113
CCOC(=O)c1cn(CC)c2cc(N3CCOCC3)c(F)cc2c1=O	-1	1	5	1	1.1	-2	-9	9	0.9	104
CCCCc1c(O)nc(SCC(=O)O)[nH]c1=O	-4	4	2	1	0.87	-4	-8	8	1	97

2 entries picked at random from the list so far, as already listed:
SMILES	TLR4-MyD88 BLA	G6PDH CS	Diaphorase inh	FLuc act counter	NF-kB neuron act	FLuc inhib CS	APP 5UTR inh	APP 5'UTR act	Diaphorase act	STAT1 act
COc1ccc(NC(=O)COc2ccc(/C=N/n3c(C)nnc3C)cc2OC)cc1	0	1	1	0.9	1.3	9	16	-16	1	102
Cc1cc(C(=O)OCC(=O)N2CC(=O)Nc3ccccc32)no1	-5	5	6	1.1	1	-7	-5	5	0.9	103

Going on with the list:
SMILES	TLR4-MyD88 BLA	G6PDH CS	Diaphorase inh	FLuc act counter	NF-kB neuron act	FLuc inhib CS	APP 5UTR inh	APP 5'UTR act	Diaphorase act	STAT1 act
O=c1c2ccccc2[nH]c(=S)n1CC1CCCO1 (stereo unspecified)	7	nt	nt	nt	nt	nt	-9	9	nt	105
CCCn1c2c(c(O)c(C(=O)Nc3ncccc3C)c1=O)CCCC2	-1	2	13	1.1	1.1	-6	-7	7	0.9	96
Cc1onc(-c2ccccc2)c1C(=O)n1cc(Br)cn1	2	14	12	1	1.3	-1	-8	8	0.9	94
COc1cc(NS(=O)(=O)c2ccc(NC(=S)NC(=O)/C=C/c3ccc(OC)c(OC)c3)cc2)ncn1	4	2	4	1.1	1.1	-6	-2	2	1	104
N/C(=N\OS(=O)(=O)c1ccccc1)c1cccnc1	-6	8	9	1	0.96	-3	18	-18	0.9	108
CC(C)C(=O)c1cn(CC(=O)N2CCCc3ccccc32)c2ccccc12	-2	8	18	1.1	0.86	-11	-11	11	0.8	101
c1ccc2c(c1)OCC(c1csc3ncnc(N4CCCCC4)c13)O2 (stereo unspecified)	-3	5	8	1	0.86	-4	-7	7	0.9	96
O=C(NC1CCc2ccccc21)C1CCN(S(=O)(=O)c2ccc(Cl)cc2)CC1 (stereo unspecified)	-17	-5	11	1	1.2	-2	-7	7	0.9	97
CCOc1cc(NC(=O)c2cccs2)c(OCC)cc1NC(=O)c1cccnc1	11	8	-1	1	1.1	-5	-16	16	1	94
COc1ccc(C(=O)OCC(=O)N(C)C2CCS(=O)(=O)C2)cc1S(=O)(=O)N1CCCc2ccccc21 (stereo unspecified)	1	1	-4	1.1	0.94	-6	-25	25	1	105
COc1cccc(-c2nc(CS(=O)(=O)CC(=O)Nc3cccc(C)c3C)c(C)o2)c1	6	-20	1	1.1	1.6	-7	9	-9	1	103
CC(C)(CSc1ncccn1)NS(=O)(=O)c1ccccc1	12	5	4	1	1	0	-16	16	1	100
Cc1c(Cl)cnc(NC(=O)COC(=O)c2nn(C)c(=O)c3ccccc23)c1Cl	-4	-48	38	1	0.8	-3	-9	9	0.6	107
O=C(Cn1nnc2c(cnn2-c2ccccc2)c1=O)N1CCN(c2ccccc2F)CC1	-1	5	3	1	0.96	-3	-18	18	1	98
CC1CCCCN1CCCNC(=O)C1CCN(c2nc3ccccc3o2)CC1 (stereo unspecified)	21	-12	8	1	0.98	-4	-14	14	0.9	97
CCOC(=O)c1ccccc1NC(=O)COc1ccccc1	-2	0	9	1.1	1.3	-6	-12	12	0.9	110
O=C(O)[C@H](CO)Nc1ncnc2sc3c(c12)CCC3	5	-3	6	1.1	1.2	-7	-4	4	0.9	103
O=C(CCC1COc2ccccc2O1)Nc1ccc(Cl)cn1 (stereo unspecified)	10	-1	8	1.1	1.6	-6	-14	14	0.9	100
CC1CCc2sc(C(=O)N/N=C/c3ccc([N+](=O)[O-])cc3)cc2C1 (stereo unspecified)	-1	-8	17	1.1	1	-6	5	-5	0.8	100
COc1ccc(C)cc1-n1nnnc1SCC(=O)Nc1cc(C)on1	7	4	-2	1.1	0.91	-8	-2	2	1	98
N#Cc1cc(Sc2ccccn2)c(Sc2ccccn2)cc1C#N	-5	2	20	1	0.94	-4	5	-5	0.8	93
Cc1onc(-c2c(Cl)cccc2Cl)c1C(=O)NCc1cccs1	-1	13	8	1	1	2	-1	1	0.9	93
Cc1cc(C)n(/N=C/c2ccco2)c(=O)c1C#N	-6	6	12	1	1.2	-2	-2	2	0.9	96
